Source: PubChem
HePTP inh: blocks human HePTP tyrosine phosphatase; recombinant HePTP phosphatase activity, OD absorbance; inhibition, % at 20 µM; 0.64% of 110,000 active; in the data active = inhibition above about 50%;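 also: plate controls were vehicle for no effect and reference inhibitor for full effect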
Target sequence (P35236 whole entry, looked up): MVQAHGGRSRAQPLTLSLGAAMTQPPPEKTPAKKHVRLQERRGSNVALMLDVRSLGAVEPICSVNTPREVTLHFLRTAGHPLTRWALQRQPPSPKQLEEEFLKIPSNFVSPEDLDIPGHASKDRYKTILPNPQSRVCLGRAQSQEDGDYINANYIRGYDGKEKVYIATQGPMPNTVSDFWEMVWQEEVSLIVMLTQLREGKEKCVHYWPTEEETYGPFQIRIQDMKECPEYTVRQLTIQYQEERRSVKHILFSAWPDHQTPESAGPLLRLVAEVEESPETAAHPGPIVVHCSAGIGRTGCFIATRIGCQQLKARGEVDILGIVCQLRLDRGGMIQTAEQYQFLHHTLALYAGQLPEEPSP
BAP1 block: inhibitors of human BAP1 deubiquitinase. 0.48% of 72,000 active. recombinant BAP1, Ub-AMC hydrolysis fluorescence kinetic; stronger effect = lower value. activity remaining (% of control), % at 20 µM. AID 436;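 active = activity remaining at or below 50% of control, provided the compound also passes the data quality filters; inactive = the rest, including low values that fail the filters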;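 also: 100% = DMSO wells rate and 0% = substrate alone blank rate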
Target sequence (Q92560 whole entry, looked up): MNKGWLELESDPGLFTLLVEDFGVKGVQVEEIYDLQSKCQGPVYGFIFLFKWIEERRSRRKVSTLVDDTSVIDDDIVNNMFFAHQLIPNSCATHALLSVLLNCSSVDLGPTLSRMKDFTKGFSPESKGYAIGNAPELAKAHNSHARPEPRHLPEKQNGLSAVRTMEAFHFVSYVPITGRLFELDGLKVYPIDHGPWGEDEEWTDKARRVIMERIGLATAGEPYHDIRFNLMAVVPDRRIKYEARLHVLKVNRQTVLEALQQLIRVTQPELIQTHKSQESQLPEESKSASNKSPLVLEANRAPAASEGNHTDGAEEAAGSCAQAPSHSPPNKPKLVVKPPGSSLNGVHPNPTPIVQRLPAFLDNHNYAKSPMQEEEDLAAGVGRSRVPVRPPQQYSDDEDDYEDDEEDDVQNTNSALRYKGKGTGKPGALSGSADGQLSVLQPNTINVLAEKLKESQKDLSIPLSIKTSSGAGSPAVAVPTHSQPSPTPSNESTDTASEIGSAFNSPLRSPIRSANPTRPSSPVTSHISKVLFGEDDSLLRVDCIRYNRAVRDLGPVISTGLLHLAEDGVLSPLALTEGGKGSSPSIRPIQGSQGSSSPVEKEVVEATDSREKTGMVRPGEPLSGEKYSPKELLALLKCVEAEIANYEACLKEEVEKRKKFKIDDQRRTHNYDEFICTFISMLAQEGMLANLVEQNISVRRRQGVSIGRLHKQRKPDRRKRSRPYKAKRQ
Starred values were filed as active, the others as inactive; i = inactive; . = not tested or not shown; & = joins results of further samples.

mol | HePTP inh | BAP1 block
C/C(=N\NC(=O)COc1ccc(Cl)cc1Cl)c1cccc([N+](=O)[O-])c1 | 48.9 | .
COc1ccc(S(=O)(=O)N2CCSC2c2ccccc2Cl)cc1 (stereo not drawn) | 9.0 | .
CCOCCOC(=O)c1ccc(NC(=O)COc2cc(C)ccc2C(C)C)cc1 | 4.4 | .
N#Cc1nc(-c2cccs2)oc1NCc1ccccc1 | 7.3 | i
CC(C)(C)C(=O)Nc1ccc(C(=O)Nc2ccc(Sc3ccc([N+](=O)[O-])cc3)cc2)cc1 | . | 57.4
CC1C(c2ccccc2)=[N+]([O-])C(C)(c2ccc(Cl)cc2)N1O (stereo not drawn) | -5.1 | .
COc1ccc(CNC(=O)c2cc(C3CC3)on2)cc1 | -6.1 | 94.8
COC(=O)CN1C(=O)Nc2ccc(Br)cc2C1c1ccccc1 (stereo not drawn) | 0.2 | 115.9
CN(C(=O)c1ccncc1)c1nnc(-c2ccncc2)s1 | 7.9 | 257.9
O=C1CC(N2CCOCC2)C(=O)N1c1cc(Cl)cc(Cl)c1 (stereo not drawn) | -15.5 | 85.9
CC1=NN(c2cccc(C(=O)O)c2)C(=O)/C1=C\c1ccc(N(C)C)c(Br)c1 | 8.1 | .
O=C1NC(=O)N(c2ccccc2)C(=O)/C1=C\c1ccc(-c2ccccc2[N+](=O)[O-])o1 | 3.8 | .
O=C(c1ccc(Cl)cc1)c1ccc(OCC(=O)N2CCOCC2)cc1 | 7.7 | 107.5
CC(=O)OC(C(=O)NC1CCCCC1)c1ccncc1 (stereo not drawn) | 1.8 | 80.8
CCC(C)(C)C1CCc2c(sc(NC(=O)OC)c2C(N)=O)C1 (stereo not drawn) | 7.4 | .
COc1ccc(CNc2cc([N+](=O)[O-])ccc2OC)c(OC)c1 | -14.2 | .
Cc1cccc(N(CC(=O)NC2CCCCC2)C(=O)CCC(=O)Nc2cc(C)ccn2)c1 | 3.0 | 97.7
COc1ccc(S(=O)(=O)NCCSC(C)(C)C)cc1Cl | 0.4 | 103.3
CCOc1ccccc1C(=O)Nc1cc(=O)n(C)c(=O)n1C | 14.3 | 100.6
COc1cc(S(=O)(=O)N2CCN(Cc3ccccc3)CC2)ccc1Br | -2.9 | 63.9
CC(C)C1C2CCC(C2)C1N (stereo not drawn) | . | 92.3
COc1ccc(S(=O)(=O)n2nc(OC(=O)c3ccccc3Br)cc2N)cc1 | 2.5 | 109.5
ClCCCN1c2ccccc2Sc2ccc(Cl)cc21 | . | 90.4
CC(C)c1c(C#N)c(N)nc(SCC(=O)c2cc3ccccc3oc2=O)c1C#N | 5.2 | 51.0
CCOC(=O)CN(C(=O)CN1CCOCC1)c1ccc(Br)cc1 | 7.1 | 113.7
COc1ccccc1NC(=O)c1ccc(NC(=O)CSc2nnnn2C)cc1 | 7.5 | 96.6
CCOc1ccccc1N1CCN(S(=O)(=O)c2cccs2)CC1 | 16.9 | 136.0
O=C(CCc1ccccc1)Nc1ccc(Nc2ccccc2)cc1 | 8.2 | .
C=CCn1c(Br)nc2c1c(=O)n(C)c(=O)n2C | 5.0 | 107.5
O=C1CC(N2CCN(C/C=C/c3ccccc3)CC2)C(=O)N1Cc1ccc(N2CCCC2=O)cc1 (stereo not drawn) | 7.0 | 100.5
CC1Cc2ccccc2N1C(=O)COC(=O)c1ccc(S(=O)(=O)N(C)C)cc1 (stereo not drawn) | -1.6 | 98.7
Nn1c(SCC(=O)NC2CCCc3ccccc32)nnc1-c1cccs1 (stereo not drawn) | 1.6 | 108.1
COc1cc(NC(=O)c2ccc3c(c2)C(=O)N(C2CCCCC2)C3=O)c(C(=O)O)cc1OC | 102.8* | .
CC(C)(C)C(=O)COc1cc2oc(=O)cc(-c3ccccc3)c2cc1Cl | -13.6 | .
COc1ccc(CCNC(=O)C2CC(=O)N(c3ccccc3)C2)cc1OC (stereo not drawn) | -1.4&-13.8 | 94.3
CCOC(=O)c1ccc(N2NC(=O)/C(=C/c3cccc(I)c3)C2=O)cc1 | -1.5 | .
CCCOc1ccc(Cn2cnc3ccccc32)cc1 | 1.6 | 74.8
COCc1nc(-c2cc(OC)c(OC)c(OC)c2)no1 | -1.7 | 100.9
Cc1cc(=O)oc2cc(OCC(=O)c3ccc(Cl)cc3)c(Cl)cc12 | 1.5 | .
CCCCOc1ccc(C(=O)N2c3ccccc3CC2C)cc1 (stereo not drawn) | 104.0* | .

Grouped by structure, the compounds so far with a COOH group
mol | HePTP inh | BAP1 block
CC1=NN(c2cccc(C(=O)O)c2)C(=O)/C1=C\c1ccc(N(C)C)c(Br)c1 | 8.1 | .
COc1cc(NC(=O)c2ccc3c(c2)C(=O)N(C2CCCCC2)C3=O)c(C(=O)O)cc1OC | 102.8* | .

Continued.
mol | HePTP inh | BAP1 block
COC(=O)c1ccc2c(c1)C1C=CCC1C(c1ccc(Br)cc1)N2 (stereo not drawn) | 3.7 | .
Fc1ccc(-c2nnc(-c3ccco3)o2)cc1 | 8.0 | .
COc1ccc(N(CC(=O)NCc2ccccc2)S(=O)(=O)c2ccccc2)cc1Cl | 17.7 | .
CCOC(=O)c1c(C)oc(NC(=O)COc2ccc(Cl)cc2C)c1C#N | 0.2 | .
CC(=O)c1cccc(NC(=O)CN(c2cccc([N+](=O)[O-])c2)S(=O)(=O)c2ccccc2)c1 | 0.1 | .
COc1cc(N2CN=c3s/c(=C\c4ccccn4)c(=O)n3C2)cc(OC)c1OC | 7.6 | 114.7
CCOc1ccc(N2C(=O)CC(N3CC(C)OC(C)C3)C2=O)cc1 (stereo not drawn) | 4.2 | 98.0
CN(C)c1ccc(C(=O)N2CCN(c3ccc([N+](=O)[O-])cc3)CC2)cc1 | -16.4 | .
COc1ccc(/C=N/N2CCN(Cc3ccc(C)cc3)CC2)cc1Br | 0.8 | .
O=C(NCCCO)C(=O)Nc1cccc(Cl)c1Cl | -8.2 | .
CCc1ccc(N2CC(C(=O)Nc3ccc([N+](=O)[O-])cc3)CC2=O)cc1 (stereo not drawn) | -2.4 | .
CCOc1ccc(NC(=O)C(C)Sc2ccc(Cl)cc2)cc1 (stereo not drawn) | 4.8 | .
CNS(=O)(=O)c1cccc2cccnc12 | 7.5 | .
CCOC(=O)C(C(=O)OCC)N(C#N)c1nc(SC)nc(N(C)C)n1 | -4.7 | 60.2
COc1ccc(N2C(=O)c3ccccc3NC2c2ccc(OC)c(OC)c2)cc1 (stereo not drawn) | 10.6 | .
Cc1cc(C(=O)Nc2sc(C)c(C)c2C#N)c(C)o1 | 2.9 | 50.8

(more compounds)
Every second line gives: HePTP inh, BAP1 block
O=C(OCCN1C(=O)CCC1=O)c1ccc(S(=O)(=O)N2CCCCC2)cc1
  0.1, 82.9
O=C(NCCOc1ccccc1F)Nc1ccc(Br)cc1
  2.6, .
CCOc1ccc(C(=O)Nc2ccsc2C(=O)OC)cc1
  7.4, .
COc1ccc(N2CCN(C(=O)CNC(=O)Cn3c(C)cc4ccccc4c3=O)CC2)cc1
  5.4, 77.7
Cc1cccc(-c2nc(CS(=O)CC(=O)NCCCSC3CCCCC3)c(C)o2)c1 (stereo not drawn)
  2.6, 102.7
CC1(C)CC(=O)C=C(Nc2cc([N+](=O)[O-])ccc2N)C1
  -19.4, .
Cc1ccc(-c2noc(CCCC(=O)Nc3cccnc3)n2)cc1
  7.5, 104.5
Cc1cc(N2CCN(C)CC2)nc2ccc(NC(=O)CCC(=O)NCc3ccco3)cc12
  4.5, .
Cc1c(Br)c(C(F)(F)F)nn1CC(=O)Nc1c(F)cc(F)cc1Br
  -3.4, .
CCN1C(=O)CSc2ccc(C(=O)NCCCN3CCOCC3)cc21
  9.7, 63.1
COc1ccc(C2(O)CCN(C(=O)NC3CCCCC3)CC2)cc1
  3.2, 96.2
Cc1cccc(N(CC(=O)NCc2ccccc2)C(=O)Cn2nnc(-c3ccc(C)o3)n2)c1
  5.3, 90.2
CCC1CCCCN1C(=O)N[C@@H](CCSC)C(=O)OC (stereo partly drawn)
  2.2, 98.8
Cc1ccc(C(=O)COC(=O)c2ccccc2)cc1
  -9.7, .
CCOc1ccc(NC(=O)C2CC3c4ccccc4C2c2ccccc23)cc1 (stereo not drawn)
  5.0, .
COC(=O)c1cc2c(ccn2-c2ccc(F)cc2)n1CC(=O)N1CCN(C(=O)c2ccco2)CC1
  9.6, 91.3
CC(=O)N1CCN(c2ccc(NC(=O)/C=C/c3ccccc3)cc2)CC1
  2.4, .
COc1ccc(C2C(C(=O)OCc3ccccc3)=C(C)NC3=C2C(=O)CCC3)c(OC)c1 (stereo not drawn)
  0.0, 95.4
COc1cccc(NC(=O)/C=C/c2ccc(OC)c(Br)c2)c1
  7.4, .
Cc1cccc2cc(COC(=O)C3CCCO3)c(=O)[nH]c12 (stereo not drawn)
  4.1, 79.0
COCCCn1c(=S)[nH]c2ncccc2c1=O
  1.6, 77.3
O=C(C1CCC(N2C(=O)C3CC=CCC3C2=O)CC1)N1CCCCC1 (stereo not drawn)
  4.6, 107.5
CCOC(=O)C1=C(C)NC(=O)NC1c1ccc(OCC(=O)N2CCCCC2)cc1 (stereo not drawn)
  0.5, 91.2
CCN(CC)S(=O)(=O)c1ccc(NC(=O)c2ccc(F)cc2)cc1
  -11.6, .
O=c1oc(-c2ccccc2Cl)nc2ccc(-c3ccc4nc(-c5ccccc5Cl)oc(=O)c4c3)cc12
  1.4, .
Cc1ccc2c(C)c(C(=O)Nc3c(C)n(C)n(-c4ccccc4)c3=O)oc2c1
  -11.4, 105.3
S=C(Nc1ccccc1)Nc1ccc(Oc2ccccc2)cc1
  -8.7, .
Cn1cccc1CN1CCN(C(=O)c2ccc(F)cc2)CC1
  12.3, .
CCN(CC)S(=O)(=O)c1cc(C(=O)NCc2ccccc2)ccc1Br
  -9.5, .
CC(OC(=O)C1CCCO1)C(=O)NC1CCCC1 (stereo not drawn)
  -1.1, 110.3
CNCCCC12CCC(c3ccccc31)c1ccccc12
  8.7, 144.5&94.5
COc1cc(C2Nc3ccccc3NC3=C2C(=O)CC(C)(C)C3)cc([N+](=O)[O-])c1O (stereo not drawn)
  2.5, .
CC(NC(=O)C1CC(=O)N(c2ccc(Br)cc2)C1)c1ccccc1 (stereo not drawn)
  -7.3, .
CN(C)c1ccc(C2N(C(=O)N3CCOCC3)CCN2S(=O)(=O)c2ccccc2)cc1 (stereo not drawn)
  6.3, .
COC(=O)c1cccc(NC(=O)COc2ccc(Br)c(C)c2)c1
  -11.3, .
CC(C)(CNC(=O)C1CCCC1)CNC(=O)C1CCCC1
  4.2, 83.3
COc1ccc(Cl)cc1N(CC(=O)N1CCN(Cc2ccccc2)CC1)S(C)(=O)=O
  -1.5, .
C=CCOc1ccc2ccccc2c1/C=N/NS(=O)(=O)c1ccccc1
  -22.1, .
Cc1onc(-c2ccccc2)c1C(=O)N1CCN(C(=O)c2ccco2)CC1
  5.8, 99.5
COc1ccc(S(=O)(=O)N2CCC(C(=O)NCc3cccc(OC)c3)CC2)cc1
  0.8, 118.2

Copied from the entries so far for reference:
Every second line gives: HePTP inh, BAP1 block
COc1cc(C2Nc3ccccc3NC3=C2C(=O)CC(C)(C)C3)cc([N+](=O)[O-])c1O (stereo not drawn)
  2.5, .
CC(NC(=O)C1CC(=O)N(c2ccc(Br)cc2)C1)c1ccccc1 (stereo not drawn)
  -7.3, .
CN(C)c1ccc(C2N(C(=O)N3CCOCC3)CCN2S(=O)(=O)c2ccccc2)cc1 (stereo not drawn)
  6.3, .
COC(=O)c1cccc(NC(=O)COc2ccc(Br)c(C)c2)c1
  -11.3, .

Continuation:
Every second line gives: HePTP inh, BAP1 block
COc1ccc(N(CC(=O)Nc2cc(C)ccc2C)S(C)(=O)=O)cc1Cl
  -18.3, .
COC(=O)c1ccccc1NC(=O)CN(c1cc(OC)ccc1OC)S(C)(=O)=O
  5.6, .
CCN(CC)S(=O)(=O)c1cc(C)c(C)cc1Br
  2.1, 98.8
CNC(=O)CN(c1ccc(OC)cc1)S(=O)(=O)c1ccc(OC)c(OC)c1
  8.6, .
COc1ccc(N2C(=O)CC(Sc3nc4ccccc4s3)C2=O)cc1 (stereo not drawn)
  -2.6, .
Oc1c(I)cc2oc3c(c2c1CNc1ccc(Br)cc1)CCCC3
  ., 78.9
Cn1c(/C=C2/C(=O)N(Cc3ccccc3)c3ccccc32)nc2ccccc2c1=O
  5.7, .
CN(C)c1ccc(/C=C/c2ccncc2)cc1
  -3.3, 68.4
O=C(CSc1ncn(-c2ccccc2)n1)Nc1nc2c(s1)CCCC2
  27.9, .
O=[N+]([O-])c1cc(C(F)(F)F)ccc1N/N=C/c1ccc(F)cc1
  11.5, .
Clc1cccc(Cl)c1OCCCN1CCCC1
  10.8, .
Cc1ccc(Cc2cnc(NC(=O)c3ccccc3Cl)s2)cc1
  -9.9, .
O=C(Cn1c(O)c(N=NC(=O)C(=O)Nc2ccc([N+](=O)[O-])cc2)c2ccccc21)Nc1ccccc1
  2.8, .
Cc1ccc(OCCC(=O)OCC(=O)C(C)(C)C)cc1
  6.6, 103.0
Cc1csc(NC(=O)CSc2nnc(-c3ccoc3C)n2CCc2ccccc2)n1
  11.0, 96.6
COC(=O)c1cc(C)sc1NC(=O)C1(C)CC1(Br)Br (stereo not drawn)
  -10.3, .
O=C(Cn1cnc2c(nnn2-c2ccc(F)cc2)c1=O)NCC1CCCO1 (stereo not drawn)
  ., 95.3
COc1ccc(OCC(=O)Nc2ccc(S(=O)(=O)N3CCOCC3)cc2)cc1
  -1.2, 74.9
Cc1ccc(SC(C)C(=O)NCC(C)C)cc1 (stereo not drawn)
  4.6, 91.5
Nc1ccc2oc(-c3ccc(-c4nc5ccc(N)cc5[nH]4)cc3)nc2c1
  ., 163.6
O=C(Nc1nc(-c2ccccc2)cs1)c1ccncc1
  -10.2, .
COc1ccc(-n2c(=O)[nH]cc(C(=O)N3CCCc4ccccc43)c2=O)cc1
  2.8, 107.0
O=c1oc(Cl)c(Cl)c2ccccc12
  ., 86.5
Cc1sc(NC(=O)CSc2nnc3scc(-c4ccccc4)n23)c(C#N)c1C
  4.1, 64.2
Cc1cc(-n2c(C)cc(C(=O)CN3C(=O)NC4(CCCCCC4)C3=O)c2C)no1
  2.0, 105.7
Fc1ccc(C2CC(c3ccc(F)cc3)n3ncnc3N2)cc1 (stereo not drawn)
  8.1, 68.3
CC(=O)c1ccc(NC(=O)CSc2ncn[nH]2)cc1
  1.2, .
